Bioassay records from PubChem BioAssay.
M17LAP inhibition: P. falciparum M17LAP inhibitors, primary screen, biochemical, fluorogenic H-Leu-NHMec substrate, 1536-well (AID 1619); actives 0.38% (n = 220,000); Leucine aminopeptidase (Plasmodium falciparum (isolate 3D7)); inhibition, % at 30 µM; hits with a dose series show IC50 in µM; recombinant M17LAP, H-Leu-NHMec fluorogenic kinetic assay; higher % means a stronger effect;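 active = compound inhibiting the enzyme by more than half at any dose during confirmatory dose-response retesting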;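 note: plate controls were full reaction with DMSO carrier for no effect and no enzyme background for full effect; strong numbers were not always called active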
b-catenin transl: modulators of beta-catenin nuclear translocation, primary screen, imaging, HeLa cells, immunofluorescence, high-content; actives 0.3% (n = 190,000); AID 1665, 2009; nuclear translocation activity, % at 5 µM;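 active = nuclear translocation activity above 50% at 5 µM, with a well cell count of 50 or more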;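 note: per-cell ratio of nuclear to cytoplasmic median beta-catenin stain intensity; plate controls were DMSO negative control for no effect and GSK-3 inhibitor IX positive control for full effect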
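test system = HeLa cells, endogenous beta-catenin | dosing = single 5 µM dose plus 0.02–20 µM confirmation series | times = compound treatment 24 h, 37°C, 5% CO2 | technique = beta-catenin immunofluorescence imaging with DAPI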
Autophagy mod: autophagy modulators in MEF cells, primary screen, imaging, high-content, MEF GFP-LC3 | MEF GFP-LC3 puncta imaging; test concentration mostly 10 µM | calls only at 10 µM (by protocol) | actives 0.98% (n = 190,000) | AID 463193, 2010;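 active = percentage of spot-positive cells more than 3 SD above its plate mean, without a fluorescence outlier flag or 80% toxicity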;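 note: spot-positive cell cutoff set from DMSO-treated cells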
Ins promoter up: insulin promoter activators in MIN6 cells, imaging, high-content screening, mouse beta cells | MIN6 insulin promoter-GFP reporter; active compounds read high | z-score at 5 µM | actives 0.3% (n = 190,000);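 active = z-score above 3 at 5 µM with at least 500 cells counted in the well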
Yfh1-depleted yeast: enhancers of respiration in Yfh1-depleted yeast, dose response, Friedreich's ataxia, plus single-dose screen (AID 1465) | fold induction at 50 µM, or EC50 in µM where a hit was titrated | actives 0.074% (n = 220,000) | S. cerevisiae Yfh1-off respiration, WST-1 reduction, 72 h; higher fold induction means a stronger effect;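 active = fold induction of absorbance versus untreated yeast above a set limit, then at least 30% activation at any dose in follow-up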;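 note: activators that raise dye reduction in frataxin-depleted yeast; strong numbers were not always called active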
NOD2 inhibition: NOD2 signaling inhibitors, cell-based, luminescence, uHTS, HEK293 (AID 1566); one-dose inhibition, % at 4 µM; EC50 in µM for titrated hits; actives 0.63% (n = 290,000); HEK293 NOD2/NF-kB luciferase reporter, luminescence; higher % means a stronger effect; in the data active = inhibition above about 50%; note: many of its hits are not listed in these tables
Dynein cargo inh: inhibitors of GR-EGFP nuclear translocation, primary screen, dynein cargo transport inhibitor project, imaging, high-content, 3617.4 mouse cells. test concentration mostly 20 µM; stimulated with dexamethasone, 1 µM; active compounds read low. z-score, hits read low. actives 0.47% (n = 220,000). AID 1381, 2008;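 active = plate z-score of nuclear minus cytoplasmic receptor signal below a set negative limit, without overly bright fluorescence or cell loss, cut at about -3.5 in these data, passing the limit was not always enough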;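 note: z-score of nuclear minus cytoplasmic ring GR-EGFP intensity difference per well; some compounds called inactive have numbers as strong as hits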
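Buffer or medium: tetracycline-free induction medium containing charcoal-stripped FBS / Reagent: dexamethasone agonist, 1.0 µM final, for 30 min / Technique: automated 10x imaging of fixed Hoechst-stained cells / Times: induction 48 h, compound 1 h, agonist 30 min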
NOD1 NF-kB reporter: NOD1 signaling inhibitors, primary screen, cell-based, luminescence, uHTS (AID 1578); NOD1-driven NF-kB luciferase reporter cells, luminescence; higher % means a stronger effect; one-dose inhibition, % at 4 µM; EC50 in µM for titrated hits; actives 1% (n = 290,000); in the data active = inhibition mostly above about 36%, no sharp cut-off; inactive = mostly below about 34%;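 note: HEK-293T reporter cells stimulated with the NOD1 agonist gamma-tri-DAP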
MT stabilizer: microtubule stabilizers in HeLa cells, primary screen, imaging, high-content imaging; HeLa tubulin immunostaining HCS, 24 h; share of cells brighter than vehicle mean+2SD; % tubulin-high responders, % at 10 µM; actives 0.83% (n = 200,000);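 active = plate Z-score above 3 for both tubulin-high and condensed-nucleus cell shares, with cell loss under 80%, at 10 µM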;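 note: anti alpha tubulin signal scored within the nucleus-defined area of each cell; some results filed as inactive read as strong as hits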
Dynein cargo inh cytoplasmic EGFP: recorded beside Dynein cargo inh, whose call it bears; z-score; measured here: cytoplasmic GR-EGFP intensity; active compounds read high
Dynein cargo inh nuclear GR-EGFP: second read-out of Dynein cargo inh, no call of its own (marks repeat the call); z-score; measured here: nuclear GR-EGFP intensity;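 lower value marks the stronger effect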
Dynein cargo inh cell count: second read-out of Dynein cargo inh, no call of its own (marks repeat the call); z-score; measured here: cell count per field
Ins promoter up cell count: also measured in Ins promoter up; calls as there; cell count; measured here: cytotoxicity, nuclei count;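 total cells summed across four imaged fields per well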
b-catenin transl cell count 5 µM: second read-out of b-catenin transl, no call of its own (marks repeat the call); cell count; measured here: cell count, cytotoxicity flag
MT stabilizer Hoechst-high %: second read-out of MT stabilizer, no call of its own (marks repeat the call); % Hoechst-high responders; measured here: nuclear condensation Hoechst responders;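 share of cells brighter than vehicle mean plus two SD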
MT stabilizer cytotoxicity %: also measured in MT stabilizer; calls as there; toxicity, %; measured here: cytotoxicity by cell density;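 0% = mean cell density of plate MIN control wells and 100% = no cells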
Autophagy mod cell loss 18 h: recorded beside Autophagy mod, whose call it bears; toxicity, %; measured here: cell loss, nuclei count;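 cell loss after 18 h compound exposure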
The depositor's hits bear a star; i = inactive; . = no result given; + = active, no number. A portion of the library; the hit share may differ from the screen's.

SMILES	M17LAP inhibition	b-catenin transl	b-catenin transl cell count 5 µM	Autophagy mod	Autophagy mod cell loss 18 h	Ins promoter up	Ins promoter up cell count	Yfh1-depleted yeast	NOD2 inhibition	Dynein cargo inh	Dynein cargo inh cytoplasmic EGFP	Dynein cargo inh nuclear GR-EGFP	Dynein cargo inh cell count	NOD1 NF-kB reporter	MT stabilizer	MT stabilizer Hoechst-high %	MT stabilizer cytotoxicity %
CSc1ccccc1NC(=O)CN(C)C(=O)c1cccc(S(=O)(=O)N(C)C)c1	-1.1%	4.7	838	i	3.0	-0.22	1499	i	6.0%	-1.4	-0.37	-0.732	2.23	-19.8%	2.9	3.5	3.6
COC(=O)CN1C(=S)N(c2ccc(Cl)cc2)C(=O)C1CC(=O)Nc1ccc(F)cc1 (stereo not given)	9.5%	-1.2	1123	i	13.3	-0.04	1428	i	11.5%	1.44	-0.0448	0.737	-1.58	26.3%	4.7	1.7	11.2
CCOC(=O)N1CCN(C(=O)/C=C/c2cccc([N+](=O)[O-])c2)CC1	8.9%	-1.7	1122	i	-8.0	-0.14	1675	i	6.2%	-0.604	-0.269	-0.335	1.8	-39.5%	3.5	0.9	5.4
Cc1ccc(C2CC(=O)N3CN(c4ccc(Br)cc4)CSC3=C2C#N)o1 (stereo not given)	-24.6%	.	.	i	-6.8	0.96	947	i	-12.0%	1.13	-0.101	0.497	0.0256	-2.2%	3.5	1.3	11.9
O=C(C1CCCN(CCCc2ccccc2)C1)N1CCCCCC1 (stereo not given)	-7.3%	0.3	1027	i	-8.9	0.17	1442	i	7.3%	-0.176	-0.268	-0.237	0.798	-17.8%	2.6	2.3	3.1
CN(C)S(=O)(=O)c1cccc(NC(=O)CNCc2ccccn2)c1	-0.8%	-0.3	1187	.	.	1.04	1435	i	-4.6%	1.53	-0.199	0.556	-0.58	27.2%	.	.	.
COC(=O)CN(c1ccccc1F)S(=O)(=O)c1ccccc1	4.8%	3.1	990	i	5.5	0.51	994	i	10.8%	-1.07	-0.106	-0.375	1.22	2.9%	4.2	2.8	7.6
Cc1ccccc1Nc1nc(Cl)c(C=O)s1	1.9%	1.3	935	i	1.8	0.97	1281	i	9.5%	-0.989	-0.302	-0.136	1.43	21.7%	3.3	1.6	10.8
CCc1ccc2c(Cl)c(C(=O)N/N=C/c3c[nH]c4ccccc34)sc2c1	-1.8%	5.3	1351	i	-31.1	0.36	1428	i	-8.5%	-0.292	-0.176	0.3	0.327	22.1%	6.6	2.8	0.8
CCOc1ccc2[nH]c(=O)c(CN(Cc3ccc(F)cc3)C(=O)N3CCCC3)cc2c1	-13.9%	-2.8	880	i	-7.6	1.33	1159	i	17.4%	-0.142	-0.306	0.00913	-0.0348	5.9%	5.1	2.6	5.3
CC(=O)Nc1ccccc1-c1nc2ccccc2nc1OCC(=O)c1ccc2ccccc2c1	12.1%	3.4	1399	i	-13.1	-0.48	1481	i	-0.6%	0.809	-0.214	0.769	0.00156	-21.2%	3.0	1.8	4.7
c1coc(CNC2C3CC4CC(C3)CC2C4)c1 (stereo not given)	-0.2%	.	.	i	-1.6	0.53	1006	i	6.1%	1.41	0.113	0.609	-0.548	-12.7%	1.6	2.0	9.7
CCC(=O)C1=C(O)C(c2cccc(Oc3ccccc3)c2)CCC1=O (stereo not given)	5.0%	-4.0	1162	i	14.6	0.39	1322	i	31.9%	0.487	-0.35	0.519	0.297	-15.3%	3.0	1.3	4.0
COCCN(C(=S)Nc1ccc(OC)cc1)C1CCN(C(C)C)CC1	8.2%	-0.2	1168	i	13.3	0.19	1410	i	7.4%	-0.24	-0.166	0.0314	-0.19	-15.7%	3.2	2.3	0.4
N#Cc1ccc(-c2ccco2)nc1SCC(=O)c1ccc(Cl)cc1	33.8%	-3.1	1158	+	12.0*	.	.	i	7.7%	-1.45	14.6	1.57	-0.316	-14.8%	4.3	1.6	7.8
Cc1[nH]c(=O)[nH]c1CN1CCCCC1	1.6%	-4.7	955	i	-8.6	0.75	1182	i	-8.8%	-0.548	-0.205	-0.219	0.575	-12.3%	1.5	0.9	0.9
CCOC(=O)C1(CCc2ccccc2)CCN(C(=O)CCn2cnnn2)CC1	-7.6%	-1.7	1207	i	4.8	-0.36	1438	i	-49.5%	-1.07	-0.275	-0.569	1.2	-48.0%	4.7	2.6	6.1
CSc1nc(C)cc(OCCO)n1	1.8%	-12.0	948	i	19.1	.	.	i	3.7%	0.0652	-0.189	-0.0617	0.308	20.8%	2.7	1.9	13.0
C=CCn1c(SCc2ccc(OC)cc2)nnc1-c1cccnc1	-1.8%	-1.1	1166	i	2.7	0.01	1097	i	-4.4%	-0.706	-0.228	-0.171	-0.349	-25.3%	4.6	3.1	7.1
Brc1cccc(Cn2c(-c3cncs3)nc3ccccc32)c1	-12.3%	.	.	i	-3.9	.	.	i	0.6%	-0.217	-0.154	-0.0584	0.0147	-16.2%	1.7	2.2	3.2
COc1ccccc1NC(=O)N(CCN1CCCC1)Cc1cc2cc(C)ccc2[nH]c1=O	.	.	.	i	-2.7	.	.	i	.	-0.442	-0.217	-0.455	-0.347	.	3.1	1.6	5.2
C=CCNc1c2c(nc3ncnn13)CC(C)CC2 (stereo not given)	-5.8%	-0.7	943	i	0.2	-0.84	1657	i	13.0%	0.859	-0.34	0.0763	0.466	-20.8%	4.8	1.5	3.6
FC(F)(F)Oc1ccc(NC(=S)NCc2ccccc2)cc1	-13.8%	-2.9	1217	i	34.7	-0.51	1449	i	-7.3%	-0.459	-0.228	-0.177	0.0368	-9.8%	4.6	2.4	15.6
COC(=O)c1cccc(NC(=O)NC(=O)c2ccccc2Cl)c1	-6.2%	0.0	1318	.	.	-0.34	1111	i	-55.6%	0.768	-0.251	0.345	-0.751	30.0%*	.	.	.
Cc1ccc(CNC(=O)COC(=O)CSc2cc(C)c(Br)cc2C)cc1	2.9%	-2.6	1155	i	-6.6	-0.15	1552	i	12.3%	-0.0692	-0.262	-0.268	0.309	-11.4%	2.0	4.1	6.6
Going on with the list:
SMILES	M17LAP inhibition	b-catenin transl	b-catenin transl cell count 5 µM	Autophagy mod	Autophagy mod cell loss 18 h	Ins promoter up	Ins promoter up cell count	Yfh1-depleted yeast	NOD2 inhibition	Dynein cargo inh	Dynein cargo inh cytoplasmic EGFP	Dynein cargo inh nuclear GR-EGFP	Dynein cargo inh cell count	NOD1 NF-kB reporter	MT stabilizer	MT stabilizer Hoechst-high %	MT stabilizer cytotoxicity %
CCCCOC(=O)/C(=C/c1cn(C)c2ccccc12)NC(=O)c1ccc(OC)cc1	-10.8%	-0.7	531	i	8.9	-0.01	1309	i	-3.0%	-0.215	-0.32	-0.469	0.763	-12.1%	4.8	2.3	5.0
CCC(C)NC(=O)CSc1nc2ccccc2c(=O)n1Cc1ccc(OC)cc1 (stereo not given)	1.8%	.	.	i	40.9	0.9	983	i	-10.8%	-0.397	-0.219	-0.131	0.789	0.9%	1.4	1.3	4.6
COc1ccc(CC(=O)OCCN(C)C)cc1	9.1%	.	.	i	1.5	0.25	804	i	13.7%	-0.254	0.16	0.193	0.275	-0.3%	1.9	0.7	3.7
CCN(CC)S(=O)(=O)N1CCC(C(=O)NC2CCCc3ccccc32)CC1 (stereo not given)	4.9%	-1.2	1045	i	6.2	-0.12	1158	i	15.6%	1.68	-0.287	-0.201	0.643	10.7%	3.0	1.5	9.3
CC(=O)c1ccc(NC(=O)CSc2nnc(-c3ccoc3C)n2Cc2ccccc2)cc1	10.6%	.	.	i	-2.8	-0.13	1211	i	1.6%	-0.797	-0.223	-0.527	0.832	-10.4%	2.1	2.3	21.4
Cc1ccc(OCC(=O)N/N=C/c2cn(Cc3ccccc3)c3ccccc23)cc1	2.1%	2.1	553	i	-6.8	-0.18	1254	i	-50.6%	1.55	-0.254	1.34	-1.2	-29.1%	3.3	4.0	7.3
O=C(CCCCl)NC1=NN(c2ccccc2)C(=O)C1	7.8%	-1.6	1069	i	2.6	0.8	1552	i	-2.3%	-0.00535	-0.234	-0.0464	0.206	-42.9%	1.6	2.3	5.2
CCc1ccc(CN(C)C(=O)CCc2nnc(COc3ccccc3)o2)cc1	8.7%	-0.2	1018	i	-2.8	0.05	1420	i	-32.6%	-0.251	-0.141	-0.182	-0.385	-59.3%	1.7	2.0	8.3
CC(C)n1nc(C(=O)Oc2cccc(Cl)c2Cl)c2ccccc2c1=O	-7.0%	7.7	723	i	3.3	-0.55	1545	i	-0.1%	-3.07	-0.0579	-1.08	0.116	50.3%	4.8	1.6	8.8
CC(C)Cn1c(-c2cccs2)nc2nc3ccccc3nc21	-167.3%	-5.8	1097	i	2.9	-0.18	823	i	5.6%	0.264	0.389	0.246	-0.182	0.4%	2.4	2.9	20.1
O=S(=O)(CCc1ccncc1)Cc1ccc2c3c(cccc13)CC2	4.3%	1.8	1297	.	.	0.08	1071	i	15.4%	-0.264	0.0826	0.281	-0.0505	2.5%	.	.	.
CC1=C(C(=O)Nc2ccc(F)cc2)C(c2ccncc2)C2=C(CCCC2=O)N1 (stereo not given)	3.1%	2.2	865	i	-4.1	.	.	i	21.9%	0.000824	-0.271	0.439	-0.665	13.6%	2.4	1.8	48.8
CC(=O)c1cccc(NC(=O)N2CCCC2C(=O)NCc2ccc(C)cc2)c1 (stereo not given)	6.2%	0.2	1111	i	-6.6	-0.12	1737	i	14.7%	0.377	-0.288	0.599	0.135	-3.3%	3.1	2.3	14.9
C=CCNC(=O)c1ccc(-n2cccc2)cc1	0.5%	-0.9	1170	i	1.9	-0.72	1318	i	-20.4%	0.417	-0.254	-0.167	-0.801	-45.1%	2.7	1.2	5.1
